Assay outcomes as filed in PubChem.
mcGAS MS inh: inhibitors of mouse cGAS | recombinant mouse cGAS, cGAMP by RapidFire MS | inhibition, % at 12.5 µM | hit rate 0.18% among 130,000 | AID 1259397;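 active = inhibition of cGAS enzyme activity at or above 60%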;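 also: enzyme stimulated by 45 bp dsDNA with ATP and GTP substrates; cGAMP share of summed cGAMP plus half ATP and half GTP signals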
Target sequence (Q8C6L5 whole entry, looked up): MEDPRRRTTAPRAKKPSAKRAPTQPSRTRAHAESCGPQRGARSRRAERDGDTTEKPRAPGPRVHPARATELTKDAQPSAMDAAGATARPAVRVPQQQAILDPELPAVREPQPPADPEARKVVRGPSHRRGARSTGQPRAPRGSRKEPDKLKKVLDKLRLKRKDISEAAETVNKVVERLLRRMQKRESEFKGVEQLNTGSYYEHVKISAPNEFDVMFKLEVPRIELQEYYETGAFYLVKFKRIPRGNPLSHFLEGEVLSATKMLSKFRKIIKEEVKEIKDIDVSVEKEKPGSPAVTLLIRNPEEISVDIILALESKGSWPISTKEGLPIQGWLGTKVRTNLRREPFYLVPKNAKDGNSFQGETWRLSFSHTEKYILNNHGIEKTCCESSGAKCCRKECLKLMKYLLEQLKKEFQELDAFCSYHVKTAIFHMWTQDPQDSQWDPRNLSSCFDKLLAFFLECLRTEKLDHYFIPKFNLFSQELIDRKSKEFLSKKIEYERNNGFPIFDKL
Starred values were filed as active, the others as inactive; & = joins results of further samples. The list is partial; the hit share may differ from the screen's.

molecule	mcGAS MS inh
COC(=O)c1ccc(C2c3c(oc4ccc(F)cc4c3=O)C(=O)N2C)cc1 (stereo not given)	-1.1
Cc1cc(C)n(C(C)C(=O)NC(C)(C)c2ccc3c(c2)OCCO3)n1 (stereo not given)	-13.4
Cn1cccc1P(=Nc1ccc(Br)cc1)(c1cccn1C)c1cccn1C	-0.1
Cc1[nH]nc2c1C(c1ccc(Br)cc1)C(C#N)C(=N)O2 (stereo not given)	3.0
COc1ccc(C2CC(=O)c3cnc(N4CC(C)CC(C)C4)nc3C2)cc1 (stereo not given)	-9.8
COCCC1CCCCN1C(=O)CN1C(=O)NC(=O)C1(C)C (stereo not given)	-11.6
Cc1cc(C)cc(-c2n[nH]c(=S)o2)c1	56.3
COc1ccccc1-c1nc(C)c(-c2ccc(SCC(=O)N3CCCCC3)nn2)s1	-20.6
O=C(N=Nc1c(O)[nH]c2ccccc12)c1cncc(Br)c1	-0.8
COC(=O)c1nnc2c(-c3ccccc3)c(C)nn2c1C	8.0
Cc1ccc(-n2c(=O)cc(N3CC(C)OC(C)C3)[nH]c2=O)cc1 (stereo not given)	8.1
O=C(O)CSc1nnc(-c2ccc(F)cc2)c2ccccc12	2.7
NC(=O)c1cccc(CC2CCN(C(=O)c3cc(=O)c4ccccc4o3)C2)c1 (stereo not given)	-3.4
COc1ccc(C)cc1CN1CCc2cc(S(N)(=O)=O)ccc21	1.1
C/C(=N/N=C1\NC(=O)C(CC(=O)Nc2ccccc2C(F)(F)F)S1)c1ccc([N+](=O)[O-])cc1 (stereo not given)	-11.3
COCc1[nH]n2c(=O)cc(C)nc2c1-c1ccc(Cl)cc1	-11.4
Cc1cc(C)c(C(O)c2ncc(-c3cccc(F)c3)[nH]2)c(C)c1 (stereo not given)	-1.4
O=C(NCC1CCCN(Cc2nc(-c3ccccc3)cs2)C1)c1ccc2c(c1)OCO2 (stereo not given)	-5.6
O=C(NCC1CCCN(Cc2ccc3c(c2)OCCO3)C1)c1cc2ccccc2[nH]1 (stereo not given)	-9.3
COCCCNS(=O)(=O)c1ccc(OCCC(C)C)c(C(N)=O)c1	-5.7
O=S(=O)(Nc1cccc2cccnc12)c1cccc(Cl)c1	-4.7
Cc1nc(N(C)CCCc2c(C)n[nH]c2C)c2nc(C)oc2n1	-20.5
CC1(C)CC(NC(=O)c2cccn2Cc2cccs2)CC(C)(C)N1	1.0
CC1=CC(C)(C)N(C(=O)Nc2ccccc2)c2cc(C)c(C)cc21	-10.6
Cc1cc(Br)ccc1NC(=O)CN(C)Cc1cc(Cl)cc2c1OCOC2	5.4

Continued; the last six above are carried over.
molecule	mcGAS MS inh
COCCCNS(=O)(=O)c1ccc(OCCC(C)C)c(C(N)=O)c1	-5.7
O=S(=O)(Nc1cccc2cccnc12)c1cccc(Cl)c1	-4.7
Cc1nc(N(C)CCCc2c(C)n[nH]c2C)c2nc(C)oc2n1	-20.5
CC1(C)CC(NC(=O)c2cccn2Cc2cccs2)CC(C)(C)N1	1.0
CC1=CC(C)(C)N(C(=O)Nc2ccccc2)c2cc(C)c(C)cc21	-10.6
Cc1cc(Br)ccc1NC(=O)CN(C)Cc1cc(Cl)cc2c1OCOC2	5.4
Cc1ccc(C2(O)CCN(Cc3nccn3C(C)C)CC2)nc1	-11.2
c1cncc(-c2nc3c(c(NCCc4c[nH]c5ccccc45)n2)CNC3)c1	-17.8
Cn1ncc(NCc2ccc(OCc3cccc(F)c3)cc2)c(Cl)c1=O	-5.1
Cc1nc(CNC(=O)c2cc(CC(C)C)nn2C)cs1	-15.7
CCC(C)C(NC(=O)c1cccc(-c2ncon2)c1)C(N)=O (stereo not given)	10.5
CC(C)=CC(=O)NCc1cccc(COC(C)C)c1	-11.7
Cn1c(C2CC2)nc2c1CCN(CC1(O)CCCCC1)C2	-9.0
CCOC(=O)c1c(NC(=O)C(C)OC(=O)C2=COCCO2)sc2c1CCCC2 (stereo not given)	-50.9
CC(Cn1cccn1)C(=O)N1CCOc2c(O)cc(-c3cccnc3)cc2C1 (stereo not given)	-19.2
Cc1cc2ncn(CC3CCN(C(=O)c4cnccn4)CC3)c2cc1C	-2.6
Cc1nn2c(nc(NC3CCCc4ccccc43)c3ccccc32)c1Cl (stereo not given)	-2.9&-1.3
CC(C)c1n[nH]c(=S)n1-c1ccc(Cl)c(Cl)c1	-6.4
O=C1CCC(C(=O)N2CCCN(C(=O)c3ccco3)CC2)CN1Cc1ccc(Cl)cc1 (stereo not given)	-3.4
O=S(=O)(c1cccc2nsnc12)N1CCCc2ccccc21	-11.7
CNC(=O)C1CCN(Cc2nc3ccccc3o2)CC1	-0.8
CCc1nc(C)sc1C(=O)N1C[C@@H]2C3CCC(CC3)[C@@H]2C1	-21.6
CCCn1c(=O)n(C)c(=O)c2c(=S)nc(C(C)C)[nH]c21	-15.1
C=CCC(Cc1onc(C)c1I)c1onc(C)c1I (stereo not given)	-17.8
O=C(c1cncc(-c2cc3ccccc3o2)n1)N1CCOCC1	5.8
COc1cccc(-c2ccc3c(c2)CCCN3C(C)=O)c1OC	-21.3
COc1ccccc1NC(=O)C(C)Sc1nc(C)cc(N)n1 (stereo not given)	-9.5
Cc1cccn2c(=O)nc(SCC(=O)c3ccc(Cl)cc3)nc12	-6.0
CCN(CC)CCOC(=O)C(c1ccccc1)C1CCCCC1 (stereo not given)	-3.9&0.2
CCCN(CCc1ccccn1)C(=O)c1cc(C)on1	-13.4
O=C(CN1C(=O)N(c2ccccc2)S(=O)(=O)c2ccccc21)c1ccc(Br)s1	-1.8

Nothing new here: entries from further up.
molecule	mcGAS MS inh
CCCn1c(=O)n(C)c(=O)c2c(=S)nc(C(C)C)[nH]c21	-15.1
C=CCC(Cc1onc(C)c1I)c1onc(C)c1I (stereo not given)	-17.8
O=C(c1cncc(-c2cc3ccccc3o2)n1)N1CCOCC1	5.8

Continued:
| smiles | mcGAS MS inh |
| --- | --- |
| O=C(CN1CCCN(C(=O)c2ccc(F)cc2)CC1)N1CCc2ccccc2C1 | -14.5 |
| CCc1cccc(CC)c1NC(=O)CS(=O)(=O)Cc1cc(=O)n2ccsc2n1 | -2.5 |
| CS(=O)(=O)c1ccc(CC(=O)N(Cc2ccccn2)c2nc3ccc([N+](=O)[O-])cc3s2)cc1 | -0.1 |
| O=C(O)c1cc(C=CC(=O)c2cc(Cl)ccc2O)c2c(c1)COCO2 | -1.8 |
| O=[N+]([O-])c1cc2c3c(c1)C1C=CCC1C(c1ccccc1)N3CC1CC=CC21 (stereo not given) | -2.3 |
| CC(NS(=O)(=O)Cc1cccc(C(F)(F)F)c1)c1cccc(Br)c1 (stereo not given) | -1.3 |
| O=C(Cc1noc2ccccc12)NCC1CCCN1Cc1ccccc1 (stereo not given) | -7.3 |
| O=c1cc(-c2ccccc2)nc2sc(Br)nn12 | 1.0 |
| C=CCN1C(=O)C(=O)N(CC(=O)c2cc(C)n(CCCOC)c2C)C1=O | -3.1 |
| C#Cc1cccc(NC(=O)N2CCN(C(C)C)CC2)c1 | -5.2 |
| Cn1c(=O)c2c(SCc3ccccc3F)nc(C3CC3)nc2n(C)c1=O | 10.5 |
| COc1ccc(C2(C(=O)N3CC(c4ccncc4)C3)CC2)cc1 | -7.9 |
| CN(Cc1ncc[nH]1)c1nccc(C2CCCC2)n1 | -10.8 |
| Cc1cc(C)n(CC(C)NC(=O)c2cn(CCC3CCCCC3)nn2)n1 (stereo not given) | -6.9 |
| Cc1ncc2c(n1)C(C)N(Cc1cc(C)on1)C2=O (stereo not given) | -1.0 |
| CN1CCN(C(=O)C2CCCN2c2nc3ccccc3s2)CC1 (stereo not given) | -5.8 |
| CCOC(=O)C1(Cc2ccccc2C)CCCN(Cc2cn(CC(N)=O)c3ccccc23)C1 (stereo not given) | -11.7 |
| N#Cc1c(N)nc2c3c(sc(=N)c2c1N)NC(=O)CC3c1ccccc1 (stereo not given) | 7.9 |
| CCN(CC)C1CCN(C(=O)CCn2nnnc2CN2CCOCC2)C1 (stereo not given) | -2.5 |
| Fc1ccc(CNCc2ccc3c(c2)OCO3)c(F)c1 | 0.9 |
| O=c1c(O)cccc2cc(O)c(O)c(O)c12 | 65.3* |
| CCn1c(CCNC(=O)C(C)C)nc2ccccc21 | 9.8 |
| COCCN1C(=O)C=C(Nc2ccccc2C(=O)O)C1=O | 6.5 |
| CCC1(C)CC(c2csc(N)n2)CCO1 (stereo not given) | -16.9 |
| CC(Nc1ccc(N(C)C(C)C)c(F)c1)C(=O)N1CCCC1 (stereo not given) | -3.6 |
| CC(C)(C)C(C)(O)C#CC#CC(C)(O)C(C)(C)C (stereo not given) | -34.9 |
| O=C(c1ccc(-c2ccoc2)nc1)N1CCC(Oc2cccnc2)CC1 | -10.5 |
| O=C(CN1CCN(C(=O)CN2CCOCC2)CC1)Nc1cccc([N+](=O)[O-])c1 | -5.4 |
| COc1ccc(CCn2ccc3c(nnc4ccnn43)c2=O)cc1 | -7.8 |
| COc1ccc(C(C)=O)cc1Cn1c(C)c(C(=O)NC2CCCC2)sc1=O | 4.3 |
| O=C(N=c1sccn1Cc1ccccc1)c1c[nH]c2ncccc12 | -0.2 |
| CC#C[C@]1(O)CC[C@H]2[C@@H]3CCC4=CC(=O)CCC4=C3[C@@H](c3ccc(N(C)C)cc3)C[C@@]21C | -11.2 |

Marked active in mcGAS MS inh (from the list above):
| smiles | mcGAS MS inh |
| --- | --- |
| O=c1c(O)cccc2cc(O)c(O)c(O)c12 | 65.3* |

Further records follow.
| smiles | mcGAS MS inh |
| --- | --- |
| CC(C)(C)N(Cc1ccccc1)C(=O)CCc1ccccc1 | 7.4 |
| C=C(C)CNC(=S)NNC(=O)CCn1c2ccccc2c2ccccc21 | -32.3 |
| O=C(Nc1ccc(-n2nccn2)cc1)N1CCN2CCCCC2C1 (stereo not given) | -9.1 |
| Cc1ccc(CN(C(=O)[C@@H]2C[C@H]2c2ccccc2)C2CC2)s1 | -17.6 |
| O=C(Nc1ccccc1)C1CCCN(Cn2nnn(C3CCCCC3)c2=S)C1 (stereo not given) | -2.3 |
| CN(C)c1cccc(C(NC(=S)Nc2c(Cl)cccc2Cl)c2ccc(S(C)(=O)=O)cc2)c1 (stereo not given) | -159.1 |
| Cc1ccoc1C(=O)N1CCc2c(nc(-c3cccnc3)[nH]c2=O)C1 | -4.5 |
| Cc1ccc(N2CCC(NC(=O)NCC(O)c3ccsc3)C2)cc1 (stereo not given) | -7.9 |
| Cc1[nH]nc(SCC(=O)NCC(C)C)c1[N+](=O)[O-] | -7.9 |
| NC(=O)c1ccc(CN(C(=O)c2ccc(Cl)cc2)C2CC2)cc1 | -7.5 |
| COc1ccc(-c2ccc(=O)n(CCCNC(=O)C3CCCCC3)n2)cc1 | 0.5 |
| Cn1c(N)c(C(=O)CSc2n[nH]c(-c3cccs3)n2)c(=O)n(C)c1=O | -8.9 |
| CC(C(=O)Nc1ccc(OC(F)(F)F)cc1)N(C)Cc1cnn(C)c1 (stereo not given) | 1.9 |
| O=C1NCC2(CCCN(Cc3csc(-c4ccc(C(F)(F)F)cc4)n3)C2)O1 (stereo not given) | -0.3 |
| Cc1cn2c3c(=O)n(CCCO)c(=O)n(C)c3nc2n1C1CCCCC1 | -6.6 |
| CC(C)c1cc(C(=O)N2CCCC(N3CCN(c4cccc(C(F)(F)F)c4)CC3)C2)on1 (stereo not given) | -4.0 |
| Cc1cc(S(=O)(=O)NCC2CCN(C3CC3)C2)ccc1F (stereo not given) | -9.3 |
| Clc1cncc(N2CCC(Nc3ccccc3)C2)n1 (stereo not given) | -7.1&4.3 |
| Cc1nn(C)c(Cl)c1C(=O)NC(C)CCc1ccccc1 (stereo not given) | -0.8 |
| COc1ccc(Cl)c2c(=O)c(CN(C)C3CCN(C)CC3)c(C)[nH]c12 | 1.1 |
| COc1ccc(OCCN(C)C(=O)c2c[nH]c3ccccc23)cc1 | -12.3 |
| Cc1ccc(-c2nc(CNC(=O)c3cnn(C)c3)[nH]c2-c2ccccn2)cc1 | -50.9 |
| COC(=O)[C@@H]1C[C@@H](OCc2ccccc2)CN1C(=O)c1ccn(S(=O)(=O)c2ccc(C)cc2)c1 | -3.6 |
| CCc1csc(CNC(=O)c2ccc(N3C[C@H]4CC[C@H]3C4)nc2)n1 | -15.8 |
| CCN(C(=O)c1nn(CC)c(=O)c2ccccc12)c1ccc(F)cc1 | -0.2 |
| COc1ccc(-n2cnnc2SC(C)c2nc(C(C)C)no2)cn1 (stereo not given) | -4.1 |
| Cc1cc(C(=O)NCc2cccnc2N2CCOCC2)no1 | -5.2 |
| O=C(Cc1c(Cl)cccc1Cl)Nc1ccccc1CN1CCSCC1 | 5.0 |
| CC(C)(C)C(CO)Nc1ncnc2c1nnn2-c1ccccc1 (stereo not given) | -2.4 |
| FC(F)(F)c1ccccc1NC(=S)NN=C1CC2CC=CC12 (stereo not given) | 4.2 |
| CCO[C@H]1COC[C@@H]1NC(=O)CN1CCC(C)=N1 | -17.5 |
| O=C1NCCN2CCN(C(=O)CSCCN3CCCC3)CC12 (stereo not given) | -3.9 |
| Cc1ccc(S(=O)(=O)NNC(=O)Nc2ccccc2)cc1 | -2.3 |
| CCCC1=NN(C(C)=O)C(C(=O)N2CCC[C@H]2CN2CCCC2)O1 (stereo not given in full) | -17.5 |
| O=S(=O)(Nc1ccccc1OCC(F)(F)F)c1cccc(Br)c1 | -0.3 |
| COc1ccccc1Cn1ccc2c(cnc3nc(-c4ccncc4)nn32)c1=O | -11.1 |
| COc1ccc(F)c(CN2CCC(N3CCC(C(=O)N4CCCC4)CC3)CC2)c1 | 2.6 |
| COc1ccccc1Cn1c(C)c(C(=O)NCCC#N)sc1=O | -15.9 |
| CC(C)(CC(=O)O)CC(=O)Nc1cccc(CCc2ccncc2)c1 | -6.0 |
| Oc1ccc(-c2csc(-c3cccnc3)n2)c(O)c1 | -6.9 |
| NC(=O)C1=C(N)SC2C(=O)N(c3ccc4ccccc4c3)C(=O)C2C1c1ccccc1O (stereo not given) | -4.2 |
| CCCC(=O)Nc1cc(C(=O)NC(C)Cc2ccncc2)ccc1C (stereo not given) | -55.3 |
| O=C(Nc1cccc(-c2ccn[nH]2)c1)c1ccc[nH]c1=S | -8.2 |
| COc1ccccc1CN(Cc1cccnc1)Cc1nccs1 | -7.2 |
| Cc1cnccc1NCCn1ccnc1-c1nc2ccccc2n1C | -8.0 |
| O=C(Nc1nncs1)c1ccc(S(=O)(=O)Nc2ccccc2)cc1 | 0.4 |
| CCN(CC1CCCO1)C(=O)CC1(c2ccccc2OC)CC(=O)N(C)C1=O (stereo not given) | -10.2 |
| Cc1cc(C)cc(-c2nnc(SCc3cc(Cl)c4c(c3)OCCO4)o2)c1 | -12.3 |
